DRD3 antagonist – D3 dopamine receptor (human) antagonism. P35462. actives 2.5% (n = 360,000). max response, negative = inhibition, %. D3R cells, DiscoveRx beta-arrestin luminescence, antagonist mode; active compounds read low; in the data active = max response below about -50%; inconclusive = no clear call, values can overlap the other calls; also: % is scaled to controls: 0 for no effect and ±100 for the full control effect; mostly tested at two doses, the higher about 12 µM
Target sequence (P35462 whole entry, looked up): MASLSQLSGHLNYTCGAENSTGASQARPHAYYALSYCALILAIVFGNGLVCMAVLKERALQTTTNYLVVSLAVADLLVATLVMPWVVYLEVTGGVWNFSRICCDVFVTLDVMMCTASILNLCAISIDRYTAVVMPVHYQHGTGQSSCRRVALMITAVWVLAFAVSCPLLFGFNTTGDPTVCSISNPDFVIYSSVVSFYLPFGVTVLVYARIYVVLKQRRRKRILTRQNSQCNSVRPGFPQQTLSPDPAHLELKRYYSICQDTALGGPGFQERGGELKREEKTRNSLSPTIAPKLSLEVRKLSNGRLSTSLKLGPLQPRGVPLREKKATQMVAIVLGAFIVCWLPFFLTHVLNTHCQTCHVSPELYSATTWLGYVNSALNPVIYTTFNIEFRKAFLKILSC
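Cells expressing the human receptor were seeded at 1500 cells/well, incubated overnight at 37 degrees C in 5% CO2, then exposed to library compounds with dopamine controls for 90 minutes at 37 degrees C before luminescent detection.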
Abeta rescue – compounds reversing amyloid beta toxicity in yeast; yeast expressing A-beta42, growth rescue, OD600, 48 h; response scale: 0% DMSO, 100% iron-clioquinol control; Potency, µM (highest dose often 46.1 µM), inactives show at the top dose growth rescue, hits mostly activators; actives 0.063% (n = 410,000); AID 1347071; also: potency is read from the fitted curve at half-maximal effect; nearly all actives have a fitted effect of over 55% in size
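Yeast growth medium received pinned compounds, then yeast cells expressing toxic A-beta were added; plates incubated at 30 C for 48 hr. Growth read as absorbance at 600 nm, normalized to DMSO and equimolar FeCl3 plus clioquinol controls.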
aSyn rescue – alpha-synuclein toxicity inhibition in yeast; Yeast expressing alpha-synuclein, growth rescue, BacTiter-Glo, 24 h; Potency, µM (highest dose often 46.1 µM), without a hit: top-dose growth rescue (activation), hits mostly activators; actives 0.14% (n = 370,000); also: potency is read from the fitted curve at half-maximal effect; % of control where 0% means no effect; nearly all actives have a fitted effect of over 65% in size
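Readout is rescue of growth in alpha-synuclein-expressing yeast, so inhibitors of toxicity appear as activators. Growth after 24 hr at 30 deg C in galactose medium is quantified by luminescence.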
EPAC2 agonist – agonists of human EPAC2 (RAPGEF4) | Q8WZA2 | actives 0.079% (n = 360,000) | AID 720711 | Potency, µM (series often up to 154 µM), without a hit: at the top dose activation, hits mostly activators | EPAC2 activation, biochemical qHTS; response scale: 100% = 6.5 mM cAMP response; also: potency is read from the fitted curve at half-maximal effect; nearly all actives have a fitted effect of over 50% in size
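Nucleotide exchange monitored as fluorescence drop when BODIPY-GDP leaves Rap1B. Reaction: 100 nM EPAC2, 250 nM RAP1B-BODIPY-GDP, 50 uM GDP, room temperature, kinetic read over 30 min. Activity expressed relative to 6.5 mM cAMP.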
TDP-43 yeast inh – inhibitors of TDP-43 toxicity in yeast; TDP-43 expressing yeast growth rescue, BacTiter-Glo, 24 h; Potency, µM (series often up to 46.1 µM), without a hit: top-dose growth rescue (activation), usual class: activators; actives 1.8% (n = 410,000); also: potency is read from the fitted curve at half-maximal effect; % of control where 0% means no effect; nearly all actives have a fitted effect of over 50% in size
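Yeast cells expressing TDP-43 under galactose induction are exposed to compounds for 24 hr at 30 deg C. BacTiter-Glo luminescence measures growth, so protective compounds score as activators.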
EPAC2 antagonist – EPAC2 (human) antagonism. Q8WZA2. EPAC2 GEF exchange of Rap1B-BODIPY-GDP, fluorescence. Potency, µM (highest dose often 114 µM), for inactives: at the highest dose activity, negative = inhibition, most hits filed as inhibitors. actives 0.18% (n = 360,000). AID 720708; also: potency is read from the fitted curve at half-maximal effect; % is scaled to controls: 0 for no effect and ±100 for the full control effect; nearly all actives have a fitted effect of over 45% in size; many of its hits are not listed in these tables
DRD3 agonist – D3 dopamine receptor (human) agonism. P35462. D3R DiscoveRx beta-arrestin cells, luminescence, 90 min. max activation, %. actives 0.58% (n = 410,000). AID 652048; in the data active = max activation above about 30%; also: 0% is about no effect; mostly tested at two doses, the higher about 12 µM
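Agonist mode: compounds and dopamine controls were applied to plated cells for 90 min at 37 degrees C after an overnight attachment at 1500 cells/well. Luminescent read-out followed 30 - 60 minutes at room temperature with DiscoveRx detection reagent.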
FUS suppressor – rescues growth of FUS-expressing yeast. AID 1347120. actives 0.24% (n = 390,000). S. cerevisiae FUS-expressing, growth rescue, OD600, 24 h. Potency, µM (top dose mostly 76.6 µM), inactives show top-dose growth rescue (activation), usual class: activators;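 also: potency is read from the fitted curve at half-maximal effect; plate controls were DMSO vehicle for no effect and reference control for full effect; nearly all actives have a fitted effect of over 55% in size; some results filed as inactive show a strong effect at the top dose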
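Absorbance at 600 nm, taken 24hr after compound addition, measured rescue of FUS-yeast growth at 30C. Induction used 2% galactose with seeding at OD 0.005. Controls: CP55940 from 92uM final, DMSO only.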
The depositor's hits bear a star; ? = inconclusive; nt = no result given; [ ] = another dose, or the depositor's remark. Unless noted, calls follow the shape of the dose curve; as a rule, active = well fitted curve in the direction sought with a large enough effect; inconclusive = small, poorly fitted or top-dose-only effect, or another doubt; inactive = no such curve, though single readings can be large; an effect the other way counts as inactive or inconclusive.

SMILES	DRD3 antagonist	Abeta rescue	aSyn rescue	EPAC2 agonist	TDP-43 yeast inh	EPAC2 antagonist	DRD3 agonist	FUS suppressor
O=C1NC(=O)C2C1C(c1ccc([N+](=O)[O-])cc1)=NN2Cc1ccccc1 (stereo unspecified)	-6	9%	1%	4%	-28%	-3%	1	3%
Cc1cc2c(c(N3CCOCC3)n1)C(=O)OC2	?	-6%	-7%	1%	-5%	17%	1	14%
COc1ccc(C2C3=C(Nc4ncnn42)c2ccccc2CCC3)cc1 (stereo unspecified)	-3	7%	3%	7%	22%	1%	-8	-8%
COc1cccc(C2=CC(=O)C[C@H](c3ccc(F)cc3)C2)c1	?	0%	1%	20%	?	0%	-44	28%
COc1ccccc1NC(=O)C(C)OC(=O)/C=C/c1ccc2ccccc2n1 (stereo unspecified)	7	-18%	13%	11%	18%	16%	-1	13%
O=C(NCC(=O)N1CCN(S(=O)(=O)c2ccccc2)CC1)c1ccc2ccccc2c1	0	-10%	10%	2%	-6%	-2%	-5	nt
O=C(NC1CCCCCCC1)c1cccc(Cl)c1	2	1%	-6%	22%	22%	0%	-6	-39%
O=C(OC(C(=O)NCc1cccs1)c1ccccn1)c1cccs1 (stereo unspecified)	16	17%	1%	0%	-3%	5%	3	15%
CCOC(=O)C1CCCN(C(=O)c2cccc(S(=O)(=O)N3CCOCC3)c2)C1 (stereo unspecified)	-17	-2%	-4%	5%	nt	-4%	-8	10%
O=C(O)CCn1cc(-c2ccc(Cl)cc2)nc1-c1ccncc1	10	-1%	0%	6%	20%	7%	8	-11%
Cc1ccc(-c2noc(-c3c(C)noc3C)n2)cc1	4	1%	-9%	12%	4%	2%	1	-3%
O=C(N[C@@H]1CC[C@@H](CCNS(=O)(=O)c2ccc(Cl)cc2)O[C@@H]1CO)c1cccnc1	1	8%	-2%	8%	24%	11%	-6	-2%
Cc1ccc(-c2csc3ncnc(-n4nnc5ccccc54)c23)cc1C	16	16%	2%	15%	14%	-1%	9	1%
COc1ccc(-c2nnc(-c3ccccc3O)o2)cc1	?	-6%	-10%	6%	0%	1%	-17	-15%
CCn1c(SCC(=O)Nc2ccc(OC)cc2OC)nc2nc3c(cc2c1=O)COC(C)(C)C3	3	-6%	-5%	6%	-8%	0%	5	33%
CNc1cc(C)nc(N2CCOCC2)n1	13	10%	-2%	4%	15%	-2%	3	2%
Cc1c(C(=O)OCc2ccccc2)[nH]c2c1C(=O)CC(c1ccco1)C2 (stereo unspecified)	-11	-9%	-11%	3%	-6%	-3%	-9	0%
COc1ccc(C(=O)NCc2nnc(SCC(=O)Nc3ccccc3OC)o2)cc1	4	9%	-5%	9%	4%	1%	1	1%
O=C(Nc1nnc(-c2ccc(Cl)cc2)o1)C1CCCCC1	-14	-6%	3%	0%	13%	4%	-2	2%
CCN(CC)C(C(=O)NC1CCCCC1)c1ccc(C)cc1 (stereo unspecified)	-3	7%	5%	-17%	15%	11%	-1	-16%
O=C(CCNC(=O)c1ccc(Cl)cc1)Nc1ccc(S(=O)(=O)N2CCCCC2)cc1	-4	-10%	0%	-8%	-12%	3%	-12	-11%
CCOC(=O)C1=C(COC(=O)Cc2ccccc2)NC(=O)NC1C (stereo unspecified)	-2	15%	-2%	7%	13%	6%	-4	-13%
Cc1ccc(S(=O)(=O)N[C@H](C(=O)NC2CCC(C)CC2)C(C)C)cc1 (stereo partly specified)	-18	-7%	-4%	-4%	-8%	-4%	4	16%
CCOc1ccc(NC(=O)C2CCCN(c3nn4c(=O)cc(C)nc4s3)C2)cc1 (stereo unspecified)	23	2%	2%	4%	17%	-2%	4	0%
COc1ccc(S(=O)(=O)N(C)C)cc1NCC(=O)Nc1ccc(Br)cc1F	-2	-5%	-4%	11%	-1%	-3%	-6	nt
(next part)
SMILES	DRD3 antagonist	Abeta rescue	aSyn rescue	EPAC2 agonist	TDP-43 yeast inh	EPAC2 antagonist	DRD3 agonist	FUS suppressor
Cc1cc(C)cc(C(=O)OCC(=O)Nc2cccc(S(=O)(=O)NC3=NCCCCC3)c2)c1	-3	1%	7%	0%	-10%	-13%	-4	nt
Cc1cc2cc(C(=O)N3CCc4c([nH]c5ccccc45)C3c3ccccn3)ccc2o1 (stereo unspecified)	-2	0%	?	14%	25µM*	-16%	1	?
CS(=O)(=O)N1CCN(C(=O)c2ccccc2F)CC1	-5	13%	-1%	0%	18%	-3%	1	-8%
Cc1cc(C)n(CC(O)COc2ccc(C(C)(C)C)cc2)n1 (stereo unspecified)	9	?	16%	3%	25%	-12%	8	-3%
CC(C)CN(Cc1cc2ccccc2[nH]c1=O)C(=O)c1cccnc1	-7	30%	2%	0%	23%	8%	0	8%
O=C(Cc1ccc(Cl)cc1)Nc1ccc(S(=O)(=O)Nc2ncccn2)cc1	-12	-15%	1%	4%	4%	-12%	10	8%
CCOc1ccc(C(=O)Oc2c(Sc3ccccc3)c(C)nn2C(C)(C)C)cc1OCC	nt	5%	nt	nt	17%	nt	-1	25%
CN(Cc1cccs1)C(=O)CSc1nc2ccccc2[nH]1	-4	3%	6%	8%	8%	-1%	-3	-32%
COc1ccc(Cl)cc1C(=O)NNC(=O)CCNC(C)=O	-21	4%	-5%	14%	-4%	-4%	-21	35%
COc1cc(/C=C/C(=O)OCC(=O)Nc2ccc(S(N)(=O)=O)cc2)ccc1O	5	0%	11%	-1%	2%	-1%	3	19%
COc1ccc(S(=O)(=O)Nc2cccc3ccc(O)cc23)cc1	12	3%	0%	12%	-5%	-4%	3	-15%
CCCCNc1c(-c2ccc(OC)c(SC(C)CC)c2)nc2ccc(Cl)cn12 (stereo unspecified)	48	0%	-28%	3%	?	-25%	3	?
O=C(CCN1C(=O)COc2ccccc21)N1CCN(c2ccccn2)CC1	9	13%	2%	6%	-17%	4%	10	-15%
CC1CCN(C(=O)CSc2nc3ccccc3[nH]2)CC1	-53*	-5%	-9%	8%	-19%	7%	-38	23%
CCc1ccccc1NC(=O)Cn1nnc(C(=O)NCc2ccco2)c1N	nt	-6%	nt	nt	6%	nt	3	-22%
O=C(O)c1c(C(=O)N2N=C3/C(=C/c4ccccc4)CCCC3C2c2ccccc2)cccc1[N+](=O)[O-] (stereo unspecified)	0	0%	0%	-1%	16%[9.22 µM]	-6%	6	16%
CC(c1nc2ccccc2c(=O)[nH]1)N1CCOCC1 (stereo unspecified)	4	-9%	-6%	2%	-15%	4%	0	-8%
Cc1nn(CC(=O)N2CCN(c3ccccc3)CC2)c(=O)c2cc3cc(F)ccc3n12	nt	-2%	nt	nt	?	nt	6	-8%
Cc1cccnc1NC(=O)c1cccc(S(=O)(=O)N2CCCC2)c1	13	-14%	-1%	4%	24%	7%	5	0%
Cc1nc2c(OCc3ccc(Cl)cc3)cccn2c1N(C)Cc1cccs1	0	4%	-21%	11%	6%	?	-22	9%
FC(F)(F)Oc1ccc(NC(=S)NCc2ccccc2)cc1	15	?	-10%	-7%	-14%[0.397 µM]	-11%	-10	-15%
Cn1nccc1C(=O)N1CCN(c2ncccn2)CC1	8	-2%	4%	0%	-2%	13%	5	16%
Cc1c(C2(O)CCCCC2)[nH]c2cc(C(F)(F)F)ccc12	-11	-52%[inhibitor]	-16%	6%	6.3µM*	-26%	-15	-29%
CC(C)(C)c1ccc(C(=O)N2CCC(C(=O)N3CCCCC3)CC2)cc1	8	-24%	0%	-5%	-17%	?	15	13%
O=C1c2ccccc2NC2CCCCCN12 (stereo unspecified)	12	13%	2%	5%	-7%	1%	0	-5%

6 structures from above, ordered by molar mass, largest number first.
SMILES	DRD3 antagonist	Abeta rescue	aSyn rescue	EPAC2 agonist	TDP-43 yeast inh	EPAC2 antagonist	DRD3 agonist	FUS suppressor
O=C(O)c1c(C(=O)N2N=C3/C(=C/c4ccccc4)CCCC3C2c2ccccc2)cccc1[N+](=O)[O-] (stereo unspecified)	0	0%	0%	-1%	16%[9.22 µM]	-6%	6	16%
CCOc1ccc(C(=O)Oc2c(Sc3ccccc3)c(C)nn2C(C)(C)C)cc1OCC	nt	5%	nt	nt	17%	nt	-1	25%
O=C(CCN1C(=O)COc2ccccc21)N1CCN(c2ccccn2)CC1	9	13%	2%	6%	-17%	4%	10	-15%
CN(Cc1cccs1)C(=O)CSc1nc2ccccc2[nH]1	-4	3%	6%	8%	8%	-1%	-3	-32%
CC1CCN(C(=O)CSc2nc3ccccc3[nH]2)CC1	-53*	-5%	-9%	8%	-19%	7%	-38	23%
O=C1c2ccccc2NC2CCCCCN12 (stereo unspecified)	12	13%	2%	5%	-7%	1%	0	-5%

Carrying on.
SMILES	DRD3 antagonist	Abeta rescue	aSyn rescue	EPAC2 agonist	TDP-43 yeast inh	EPAC2 antagonist	DRD3 agonist	FUS suppressor
COc1ccc(S(=O)(=O)N2CCCOC2CNC(=O)C(=O)NCCCn2ccnc2)cc1OC (stereo unspecified)	3	0%	-3%	9%	-22%	-5%	-4	9%
O=C(N=C1SC2CS(=O)(=O)CC2N1c1ccc(Br)cc1F)C1CC1 (stereo unspecified)	1	4%	-3%	2%	-5%	0%	-1	-8%
CCS(=O)(=O)N1CCC(C(=O)N2CCc3ccccc3C2)CC1	3	-4%	-2%	11%	6%	-5%	0	nt
C[C@H](CO)N1C[C@H](C)[C@@H](CN(C)C(=O)Cc2ccccc2)OCc2cnnn2CCCC1=O	-8	2%	-5%	9%	13%	4%	-5	-25%
O=C(CC(Nc1ccc(F)cc1)C(=O)OCC(=O)c1cccs1)c1ccccc1 (stereo unspecified)	-8	8%	8%	9%	4%	-1%	1	nt
Cc1cc(C)nc(SCC(=O)NN=C2CCCC2)n1	7	-24%	-1%	-4%	-8%	6%	5	1%
Cn1c(N)c(C(=O)COC(=O)CNS(=O)(=O)c2cccc(Cl)c2)c(=O)n(C)c1=O	-12	14%	6%	3%	0%	1%	0	-10%
O=C(CN1CCN(C2CCCCC2)CC1)Nc1cccc2ccccc12	-8	-18%	0%	6%	-12%	14%	-13	17%
C#CCOCCOCCOCCNc1nc(N2CCN(C(=O)[C@H](CCC(=O)O)n3cc(CN)nn3)CC2)nc(N2CCN(C(=O)[C@H](CCCN=C(N)N)n3cc(C(N)[C@@H](C)CC)nn3)CC2)n1 (stereo partly specified)	-2	2%	?	-2%	21%	-5%	18	8%
O=C1C(c2ccccc2)SC(=Nc2ccccc2)N1S(=O)(=O)c1ccccc1 (stereo unspecified)	0	-4%	-29%	12%	21%	0%	-9	-4%
COc1ccc(-n2c(SCC(=O)C(C)(C)C)nc3ccsc3c2=O)cc1	-18	-8%	4%	13%	21%	-5%	-4	-4%

Some of the compounds tested (hit frequency here may not be typical).
